High-throughput results: PubChem, Sanford-Burnham Center for Chemical Genomics
tim23-1 inh: growth inhibitors of tim23-1 mutant yeast, primary screen, luminescence, uHTS; 330,000 tested, 1.3% active; inhibition, % at 20 µM; S. cerevisiae tim23-1 growth, BacTiter-Glo luminescence, 24 h;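 active = growth inhibition of the mutant yeast at or above 50%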;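 note: temperature-sensitive mutant grown at 25 °C; plate controls were DMSO-treated mutant yeast for no effect and medium wells lacking yeast for full effect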
Mdm2 MdmX PPI: inhibitors of human Mdm2-MdmX association, primary screen, cell-based, luminescence, split luciferase, SaOS-2, uHTS; Protein Mdm4 (Homo sapiens) + E3 ubiquitin-protein ligase Mdm2 (Homo sapiens), …; SaOS-2 split-luciferase Mdm2/MdmX complementation; inhibition, % at 8 µM; 330,000 tested, 3% active; AID 485346, 2010;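 active = inhibition of at least 50% at 8 µM in the primary screen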
Target sequence (O15151 whole entry, looked up): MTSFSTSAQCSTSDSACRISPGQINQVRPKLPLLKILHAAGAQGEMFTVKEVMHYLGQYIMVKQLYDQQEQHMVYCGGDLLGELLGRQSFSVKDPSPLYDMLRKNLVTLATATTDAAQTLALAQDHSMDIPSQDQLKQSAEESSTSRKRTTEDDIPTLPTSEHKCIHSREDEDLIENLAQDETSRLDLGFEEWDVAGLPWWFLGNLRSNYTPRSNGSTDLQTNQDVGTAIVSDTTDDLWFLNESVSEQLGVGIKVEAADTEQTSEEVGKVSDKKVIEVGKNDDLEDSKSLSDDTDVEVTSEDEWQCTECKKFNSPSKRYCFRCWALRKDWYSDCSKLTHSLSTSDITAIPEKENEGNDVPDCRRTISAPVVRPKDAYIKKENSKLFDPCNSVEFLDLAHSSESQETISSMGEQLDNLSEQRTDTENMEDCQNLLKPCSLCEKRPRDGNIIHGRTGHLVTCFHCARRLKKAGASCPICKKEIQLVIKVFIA
Target sequence (Q00987 whole entry, looked up): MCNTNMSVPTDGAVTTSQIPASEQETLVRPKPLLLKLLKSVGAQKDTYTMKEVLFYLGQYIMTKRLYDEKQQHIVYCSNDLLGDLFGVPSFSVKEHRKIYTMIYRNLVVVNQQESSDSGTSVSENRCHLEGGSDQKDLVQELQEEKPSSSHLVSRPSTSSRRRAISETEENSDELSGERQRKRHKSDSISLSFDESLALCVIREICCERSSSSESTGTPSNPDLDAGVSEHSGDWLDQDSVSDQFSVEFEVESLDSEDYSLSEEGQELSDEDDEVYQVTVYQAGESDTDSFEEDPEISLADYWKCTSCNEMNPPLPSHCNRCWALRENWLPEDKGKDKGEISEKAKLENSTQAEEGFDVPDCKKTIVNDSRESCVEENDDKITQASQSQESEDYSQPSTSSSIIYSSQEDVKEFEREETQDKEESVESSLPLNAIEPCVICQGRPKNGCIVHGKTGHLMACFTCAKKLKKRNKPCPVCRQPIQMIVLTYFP
APJ agonist: agonists of human apelin receptor APJ, primary screen, CHO-K1 cells, PathHunter beta-arrestin, luminescence | P35414 | 0% DMSO wells, 100% apelin | activation, % at 20 µM | 330,000 tested, 0.11% active | AID 2520, 2010;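 active = activation more than six SD over the plate average, tested at 20 µM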;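 note: 0% = DMSO alone and 100% = apelin-13 at 10 nM; some results filed as inactive read as strong as hits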
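Material: CHO-K1 APJ beta-arrestin complementation cell line; Input: cell density 1000 per well; Incubation: compound stimulation 90 min at 25 °C, detection 60 min; Signal: luminescence from split beta-galactosidase complementation, Galacton Star/Emerald II substrate; Controls: DMSO-only wells as negative, 10 nM Apelin-13 as positive control.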
UPR CHOP act: activators of apoptotic CHOP UPR arm, primary screen, cell-based, CHO-CHOP luciferase reporter, luminescence, uHTS; UPR activation; percent of tunicamycin response over DMSO baseline; activation, % at 10 µM; 330,000 tested, 0.34% active;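 active = at 10 µM dose, activation of 40% or more, normalized to positive control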;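 note: 100% = tunicamycin at 10 µg/mL and 0% = DMSO alone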
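Dosing – one dose, 10 µM in 0.5% DMSO · System – CHO-CHOP cells, stable luciferase reporter of PERK-eIF2a-CHOP signalling · Input – 500 cells/well · Control set – tunicamycin 10 µg/mL final as positive, DMSO-only wells as negative · Timing – 6 h compound treatment, 37 °C · Measure – % activation vs tunicamycin · Technique – luminescence read with Steady-Glo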
APJ antagonist: antagonists of human apelin receptor APJ, primary screen, CHO-K1 cells, beta-arrestin complementation, luminescence; inhibition, % at 20 µM; AID 2521, 2010; 330,000 tested, 0.32% active; P35414;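 active = inhibition above about 40% at 20 µM, limit read from the data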;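 note: cells challenged with 10 nM apelin-13 agonist together with compound; plate controls were apelin-13 plus DMSO wells for no effect and DMSO wells lacking apelin-13 for full effect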
697 NFkB inh: inhibitors of PMA/ionomycin-induced NF-kB reporter, 697 cells, primary screen, B-cell NF-kB inhibitor project, cell-based, luminescence, uHTS. 697 B-cell NF-kB luciferase reporter, 16 h. inhibition, % at 4 µM. 330,000 tested, 0.33% active; in the data active = inhibition above about 35%
Jurkat NFkB inh: inhibitors of induced NF-kB luciferase reporter, primary screen, TCR NF-kB activation inhibitor project, cell-based, luminescence, uHTS; Jurkat, PMA/ionomycin-induced NF-kB luciferase reporter; inhibition, % at 4 µM; 330,000 tested, 0.53% active; AID 435003, 2010; in the data active = inhibition above about 50%
XBP1 UPR activ: activators of adaptive XBP1 UPR arm, primary screen, cell-based, CHO-XBP1 luciferase reporter, luminescence, uHTS. IRE1-XBP1 UPR activation; percent of tunicamycin response, DMSO as zero. activation, % at 20 µM. 330,000 tested, 0.33% active. AID 463104, 2010;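 active = versus positive control, 20 µM dose yields 30% or more activation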;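 note: 100% = tunicamycin at 10 µg/mL and 0% = DMSO only wells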
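Test system: CHO-XBP1 luciferase reporter cells | Buffer or medium: Serum-containing F12 medium, 10% FBS | Schedule: 6 h compound exposure at 37 °C, 5% CO2 | Detection: Steady-Glo luciferase glow luminescence, 10 min after reagent addition | Read-out basis: Activation, % of tunicamycin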
Active calls of the source: *; . = not tested or not shown.

compound	tim23-1 inh	Mdm2 MdmX PPI	APJ agonist	UPR CHOP act	APJ antagonist	697 NFkB inh	Jurkat NFkB inh	XBP1 UPR activ
O=C(NCCNS(=O)(=O)c1ccc(Cl)cc1)c1cc(OCC(F)(F)F)ccc1OCC(F)(F)F	-5	13	-4	-0.8	-13	-5	-3	-2
O=C1NC(c2cccc([N+](=O)[O-])c2)Oc2ccccc21 (configuration not stated)	17	2	-3	2.3	4	18	8	-1
CCCc1nnc(NC(=O)c2cccnc2)s1	5	13	0	-0.3	12	0	4	-1
CC1CCCC(NC(=O)c2ccc(F)c(S(=O)(=O)N3CCOCC3)c2)C1C (configuration not stated)	5	7	-1	-1.6	2	5	7	-2
O=C(NNC(=O)C1CC(=O)N(c2ccc3c(c2)OCCO3)C1)c1ccc(F)cc1 (configuration not stated)	0	4	-3	0.6	19	-5	-4	0
COc1cc(OC)c2c(-c3cccc(-c4ccc(C(F)(F)F)cc4)c3)cc(=O)oc2c1	22	44	.	1.9	.	-24	.	6
CCCOC1CCCN(Cc2cn(C)nc2-c2ccccc2F)C1 (configuration not stated)	3	23	-1	45*	4	-15	-4	-3
COc1ccc(S(=O)(=O)Nc2ccc3c(c2)OCCO3)cc1OC	4	3	2	-5.0	6	-8	0	-9
COC(=O)COc1cccc(NC(=O)c2ccc(C)cc2)c1	10	30	-4	-0.1	18	20	2	4
FC(F)(F)c1nnc2c(Sc3ccccc3)nc3ccccc3n12	5	68*	-2	0.9	-8	-58	16	5
O=C(NCCc1cccc(Cl)c1)C1CCC(=O)N(Cc2ccc(Cl)cc2)C1 (configuration not stated)	2	-3	-4	0.4	1	-3	-1	-3
CCOC(=O)c1nnn(-c2nonc2-n2cccc2)c1CN1CCCCC1	34	23	-2	3.6	12	-20	-11	1
O=C(O)c1ccc2c(c1)C(=O)N(c1ccc(Cl)cn1)C2=O	-14	9	-2	0.8	2	-14	-4	-3
COc1cc(Cl)c(NS(=O)(=O)c2cc3[nH]c(=O)c(=O)[nH]c3cc2C)c(OC)c1	-12	24	-4	0.0	-52	-8	-6	-1
Cc1ccc(Nc2nnc(SCc3cc(=O)n4ccsc4n3)s2)c(C)c1	-11	-13	0	-0.1	-14	-45	-9	2
O=C(CN1C(=O)CC(c2ccco2)Sc2ccccc21)NCC1CCCO1 (configuration not stated)	6	6	-5	-2.7	6	-15	-10	-4
CCCCNC(=S)NCc1ccc2[nH]c3c(c2c1)CCCC3	49	-4	0	0.0	-4	2	9	-1
CC(C)CS(=O)(=O)C1=NSC2=NC(=O)/C(=C\c3ccc(OC(=O)c4ccco4)cc3)C(=N)N21	15	27	-3	0.4	13	-4	-1	-1
O=C(N/C(=C\c1ccc(Cl)cc1)C(=O)N1CCCCC1)c1ccco1	32	14	-4	1.6	9	14	-5	-4
Cc1cc(=O)oc2c(N)c(O)ccc12	8	13	-3	1.1	-6	5	3	7
Cc1ccc(S(=O)(=O)N(Cc2ccc([N+](=O)[O-])cc2)C(=O)N2CCN(C)CC2)cc1	21	-3	7	-0.7	-50	16	-3	-1
CCOc1cc(N2CCOCC2)c(OCC)cc1NC(=O)Cn1cnnn1	-1	17	0	-0.6	-8	-3	-23	0
CC(=O)Nc1ccc(S(=O)(=O)n2cnc3ccccc32)cc1	22	-6	2	-1.2	8	1	-16	-1
CCN(CC)C(=O)Cn1cnc2sc(C(=O)Nc3cc(OC)c(OC)c(OC)c3)c(C)c2c1=O	12	15	4	-1.0	-12	1	-12	-1
Cc1c(CCOC(=O)c2ccc(Cl)cc2Cl)sc[n+]1CC(=O)c1ccc(Br)cc1	13	-13	-7	1.3	15	-9	-4	0

Rewritten with each value named: entries from further up.
COC(=O)COc1cccc(NC(=O)c2ccc(C)cc2)c1
  tim23-1 inh: 10
  Mdm2 MdmX PPI: 30
  APJ agonist: -4
  UPR CHOP act: -0.1
  APJ antagonist: 18
  697 NFkB inh: 20
  Jurkat NFkB inh: 2
  XBP1 UPR activ: 4

FC(F)(F)c1nnc2c(Sc3ccccc3)nc3ccccc3n12
  tim23-1 inh: 5
  Mdm2 MdmX PPI: 68*
  APJ agonist: -2
  UPR CHOP act: 0.9
  APJ antagonist: -8
  697 NFkB inh: -58
  Jurkat NFkB inh: 16
  XBP1 UPR activ: 5

(further entries)
compound	tim23-1 inh	Mdm2 MdmX PPI	APJ agonist	UPR CHOP act	APJ antagonist	697 NFkB inh	Jurkat NFkB inh	XBP1 UPR activ
CCC(=O)c1ccccc1OCCCn1cncn1	8	8	4	-1.0	-5	10	4	1
O=C(N/N=C/c1ccncc1)c1ccc(OCc2ccccc2)cc1	-19	-22	0	1.4	-16	-2	10	0
FC(F)(F)c1ccc(NCCc2ccccc2)nc1	5	-3	-2	1.2	3	-19	-20	-2
COc1ccc(-c2nnc3ccc(SCC(=O)Nc4nc5ccc(C)cc5s4)nn23)cc1OC	-21	25	-1	1.5	-28	6	4	3
O=C(/C=C/c1ccco1)NC(=S)Nc1nc(-c2ccc(Cl)cc2)cs1	1	61*	-2	0.1	26	-19	25	13
CCc1ccccc1NC(=O)Nc1ccc2c(c1)OCO2	-11	-3	-3	3.8	16	-5	-12	-2
Cc1ccc(C(=O)N/N=C/c2ccc(-c3ccc(Br)cc3[N+](=O)[O-])o2)o1	50*	6	22	2.5	-106	-20	-3	-3
COc1ccc(CN2CC(C(=O)NCCc3ccccc3)CC2=O)cc1 (configuration not stated)	12	-6	-2	-2.2	27	8	-18	2
Cc1ccc(C2C3=C(NCCN=C3c3ccccc3)C(=O)N2c2ccccc2)cc1 (configuration not stated)	48	37	-6	5.5	0	7	-9	-2
CCOc1cc(/C=N/NC(=O)CSc2nncn2C)ccc1OCc1cccc(C)c1	10	-10	-1	6.3	1	12	17	1
Cc1cc(NC(=O)c2noc3c2CCCCC3)no1	5	-4	-6	1.7	-14	-41	-52	3
Cc1ccc(S(=O)(=O)N2CCN(C(=O)CCn3nc(C)c(C)c3C)CC2)cc1	15	29	-2	-0.7	-9	6	3	-3
O=C(O)/C=C\C(=O)O	13	-34	9	-0.2	3	15	5	-6
Cc1cccc(NC(=O)c2ccc(COc3ccc(Cl)cc3Cl)o2)n1	25	20	-4	-1.6	6	24	-20	-1
Nc1ccc(C2(c3ccc(N)cc3)OC(=O)c3ccccc32)cc1	-4	-1	-3	0.4	3	6	8	-5
Cc1ccc(C)c(NC(=O)COC(=O)c2cc(=O)c3ccccc3o2)c1	-6	-1	-3	1.3	12	10	-2	1
O=C(N/N=C\c1ccncc1)c1ccc(Br)s1	4	17	0	1.7	-14	14	1	5
Cc1ccccc1-c1nc2sc(C)c(C)c2c(=O)o1	12	-23	-1	2.0	-13	-29	-10	1
CCOc1ccccc1N(CC(=O)Nc1ccccc1)S(=O)(=O)c1ccccc1	34	11	-3	-0.2	-14	-10	-8	-5
COc1ccc(CNC(=O)COC(=O)Cc2ccc(Cl)cc2Cl)cc1	-11	24	-5	-0.7	13	19	8	2
COc1ccc(-c2cc(C(F)(F)F)c(C#N)c(SCC(=O)Nc3ccc(C)cc3)n2)cc1	3	5	-2	0.9	7	5	12	6
Cn1c(COc2ccccc2)nnc1SCC(=O)Nc1ccc(S(N)(=O)=O)cc1	-13	-20	-2	1.0	0	-2	13	1
O=C(Nc1ccncc1)c1cccc(S(=O)(=O)N2CCCC2)c1	8	1	1	1.4	-14	-4	21	-7
Cn1c(CNc2nc(-c3ccccc3)cs2)nnc1SCC(=O)c1ccccc1	26	4	-4	0.9	2	7	5	-4
CCOc1cc(Cl)c(NC(=O)CC)cc1OCC	1	-20	0	1.5	5	-2	-6	0

compound	tim23-1 inh	Mdm2 MdmX PPI	APJ agonist	UPR CHOP act	APJ antagonist	697 NFkB inh	Jurkat NFkB inh	XBP1 UPR activ
Cc1ccc(-c2noc(-c3ccccc3F)n2)cc1	13	-349	-3	4.8	15	-198	-147	-2
O=C1Cc2ccccc2C(=O)N1c1ccccc1	27	3	-2	1.0	-6	8	12	1
CCC(=O)N(CCc1ccccc1)Cc1cc2cc(OC)ccc2[nH]c1=O	11	-2	-3	0.2	12	19	8	-2
O=C(CNc1ccc(Br)cc1)Nc1cccc(S(=O)(=O)N2CCCC2)c1	5	23	-3	-0.5	-2	10	8	-1
COc1cc(OC)cc(C(=O)NCCCn2ccnc2)c1	9	19	-3	-0.2	-23	0	5	-1
OCCOCCNc1ncnc2c1cnn2-c1ccc(Cl)cc1	12	-99	-1	4.7	-10	-162	-148	3
Cc1ccccc1C(=O)Nc1ccc(C(=O)N/N=C/c2ccccn2)cc1	0	12	-1	0.9	-1	21	-5	-4
COCCNC(=O)c1n[nH]c2ccccc12	6	-11	0	2.1	-24	-38	-20	1
Cc1nn(CCc2n[nH]c(=S)n2-c2ccc(F)cc2)c(C)c1[N+](=O)[O-]	-12	12	-4	0.6	-6	13	13	1
O=C(CN1CCN(S(=O)(=O)c2cccc(Cl)c2)CC1)NCC1(N2CCOCC2)CCCCC1	23	-17	-3	1.6	-2	1	14	0
COc1ccc(CNC(=O)COC(=O)c2ccc(Br)o2)cc1	21	-20	-2	-0.4	-5	5	0	-2
CN(CCNC(=O)c1ccc(/C=N/O)nc1)Cc1ccccc1	-2	-42	4	-0.1	4	8	-13	-2
C=CCc1c(C)nc(SCc2nc3ccccc3c(=O)[nH]2)[nH]c1=O	14	3	-3	-1.5	-3	-30	-9	-1
CCCCn1c(/N=C/c2ccc3c(c2)OCO3)nc2ccccc21	-4	-14	-1	0.6	3	-6	-6	-2
COc1ccc(Br)cc1CNC(=O)CCC(=O)N1CCSc2ccccc21	21	22	-7	0.8	11	-1	4	-1
Cc1nc(NCCc2cnc[nH]2)c2oc3ccccc3c2n1	22	3	-2	-0.9	14	19	11	1
CC(=O)c1cccc(NC(=O)N2C3CCC2CC(NC(=O)Nc2ccccc2)C3)c1 (configuration not stated)	11	13	-4	-1.8	5	13	-6	-1
CCOC(=O)CC(=O)CSc1nc2c(c(-c3cccs3)c1C#N)CCC2	41	7	-3	-4.6	20	-4	-3	-1
CC(=O)Nc1ccc(S(=O)(=O)Nc2cccc3[nH]ncc23)cc1	2	12	-2	1.8	-11	5	13	-2
CN=C1S/C(=C\c2ccc(N3CCOCC3)cc2C)C(=O)N1C	6	16	1	3.2	8	-4	-8	-1
Cc1ccc(C(=O)CSc2ccccn2)cc1	19	-84	-6	1.8	3	-67	-119	-4
Cc1scc(C(=O)N/N=C/c2ccc([N+](=O)[O-])o2)c1C	46	21	22	-3.0	-82	12	-1	-7
COc1ccc(CCN(CC(=O)NC2CCCC2)C(=O)Cn2nnc(-c3ccc(C)o3)n2)cc1OC	3	1	-4	2.1	3	13	12	-2
CCCNC(=O)Cn1cnc([N+](=O)[O-])n1	7	25	-3	-2.3	5	-1	1	-2
O=C(CCCCCCN1C(=O)c2ccccc2C1=O)N1CCC(c2ccccc2)C1 (configuration not stated)	14	3	-3	2.3	4	7	-8	-1
CN(CC(=O)Nc1ccccc1Br)C(=O)c1n[nH]c2ccccc12	13	13	-5	-0.5	12	-11	-2	-2
O=C(COC(=O)c1cnccn1)NCc1ccc(Cl)cc1	-2	0	0	-1.6	17	9	2	0
CCOC(=O)Cc1nnc(NC(=O)CC)s1	5	-19	3	-1.2	6	4	19	-3
